Source: PubChem BioAssay (National Center for Advancing Translational Sciences (NCATS))
TbPYK inhibitor – inhibitors of Trypanosoma brucei pyruvate kinase | AID 624173 | TbPYK enzyme, Kinase-Glo Plus ATP luminescence, 45 min | 0.12% of 410,000 active | Potency, µM (highest dose often 76.8 µM), for the others: top-dose activity, negative = inhibition, most hits filed as inhibitors; also: potency is read from the fitted curve at half-maximal effect; % is scaled to controls: 0 for no effect and ±100 for the full control effect; nearly all actives have a fitted effect of over 50% in size
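ADP (130 uM final) triggers the TbPYK reaction after compound addition; incubation is 45 min at room temperature. Kinase-Glo Plus is then added and luminescence imaged. Normalized data are fitted to concentration-effect curves.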
Pf growth 96h – inhibits malaria parasite growth, 96 h. P. falciparum luciferase reporter growth, 96 h. Potency, µM (titrated, usually from 28.7 µM), without a hit: top-dose activity change, negative = inhibition, most hits filed as inhibitors. 6.9% of 320,000 active. AID 504834; also: potency is read from the fitted curve at half-maximal effect; % is scaled to controls: 0 for no effect and ±100 for the full control effect
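96 h incubation, 37 C, 5% CO2, of luciferase-reporter P. falciparum-infected RBCs (2% hematocrit, 0.05% parasitemia final) with test compounds; endpoint luminescence.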
Shiga inhibitor – blocks Shiga toxin action in Vero cells; Vero cells, Shiga toxin protein synthesis inhibition reporter; inhibition, % at 38.7 µM; 9.2% of 290,000 active; AID 2315; in the data active = inhibition mostly above about 28%, no sharp cut-off; inactive = mostly below about 43%; also: 0% is about no effect
Pf growth 48h – P. falciparum growth inhibition at 48 hours (one generation). Potency, µM (top dose mostly 28.7 µM), without a hit: at the top dose activity change, negative = inhibition, usual class: inhibitors. 5.9% of 310,000 active. AID 504832. P. falciparum luciferase growth in erythrocytes, 48 h; also: potency is read from the fitted curve at half-maximal effect; % is scaled to controls: 0 for no effect and ±100 for the full control effect
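In quantitative HTS format, infected erythrocytes bearing luciferase-reporter parasites were treated for a single generation at 37 C. Luminescence after adding detection reagent served as the growth measure.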
HCV inhibitor – blocks hepatitis C virus; 3.4% of 340,000 active; Huh7.5.1 HCVcc-Cre infection, luciferase reporter, 44 h; Potency, µM (titrated, usually from 41.8 µM), for the others: at the top dose activity change, negative = inhibition, hits mostly inhibitors; AID 651820; also: potency is read from the fitted curve at half-maximal effect; % is scaled to controls: 0 for no effect and ±100 for the full control effect
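Infectious HCVcc-Cre (~0.5 moi) was added to cells just after compound, with cells seeded 4 h earlier at 1,000 per well. Luciferase activity after 44 h culture reported infection; substrate was incubated 15 min at room temperature before reading.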
LmPK inhibitor – blocks Leishmania mexicana pyruvate kinase activity; Q27686; purified LmPK, Kinase-Glo ATP luminescence, 1 h; 0.37% of 290,000 active; Potency, µM (titrated, usually from 57.5 µM), for inactives: at the highest dose activity change, negative = inhibition, most hits filed as inhibitors; AID 1721; also: potency is read from the fitted curve at half-maximal effect; % is scaled to controls: 0 for no effect and ±100 for the full control effect
Target sequence (Q27686 whole entry, looked up): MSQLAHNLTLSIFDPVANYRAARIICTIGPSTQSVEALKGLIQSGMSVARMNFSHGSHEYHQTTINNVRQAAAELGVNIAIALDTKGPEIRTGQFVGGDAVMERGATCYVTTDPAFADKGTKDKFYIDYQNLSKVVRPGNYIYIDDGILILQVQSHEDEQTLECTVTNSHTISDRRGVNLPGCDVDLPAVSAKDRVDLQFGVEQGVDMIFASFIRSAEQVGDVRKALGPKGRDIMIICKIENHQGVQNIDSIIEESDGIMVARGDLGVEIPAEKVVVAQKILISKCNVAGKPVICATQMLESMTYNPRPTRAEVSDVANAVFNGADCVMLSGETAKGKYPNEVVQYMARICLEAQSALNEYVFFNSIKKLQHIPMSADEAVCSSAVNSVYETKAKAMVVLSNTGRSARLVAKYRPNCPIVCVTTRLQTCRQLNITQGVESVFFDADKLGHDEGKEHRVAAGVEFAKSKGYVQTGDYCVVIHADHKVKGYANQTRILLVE
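qHTS format; LmPK 0.1 nM; substrates PEP 0.5 mM and ADP 0.1 mM. One-hour room-temperature incubation, then coupled luciferase luminescence; 0.5 nM enzyme wells mark activation.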
Cycloheximide cs – affects cycloheximide protein synthesis inhibition readout, counter-screen | cell reporter, cycloheximide protein synthesis inhibition counterscreen | max response, % | 12% of 300,000 active | AID 2314; in the data active = max response mostly above about 13%, no sharp cut-off; inactive = mostly below about 14%; also: read at 38.3 µM for the half of the compounds with a filed dose; 0% is about no effect
Numbers without * were called inactive; i = inactive; ? = inconclusive; . = no result given; & = joins results of further samples; [ ] = remark or other dose. Unless noted, calls follow the shape of the dose curve; as a rule, active = well fitted curve in the direction sought with a large enough effect; inconclusive = small, poorly fitted or top-dose-only effect, or another doubt; inactive = no such curve, though single readings can be large; an effect the other way counts as inactive or inconclusive.

Order of values: TbPYK inhibitor, Pf growth 96h, LmPK inhibitor, Shiga inhibitor, Cycloheximide cs, HCV inhibitor, Pf growth 48h
> Cc1ccc(S(=O)(=O)N2CCOCC2)cc1C(=O)OCC(=O)Nc1ccc2[nH]c(=O)[nH]c2c1
→ -16%, 2%, ., ., ., 7%, 36%[activator]
> S=c1[nH]nc(-c2ccc(Cl)cc2Cl)n1-c1ccccc1
→ -21%, ?, -19%, ., 40*, 2%, 194%[activator]
> CCOc1ccccc1OCC(=O)OC(C)C(=O)Nc1ncc(Cl)cc1Cl (configuration not stated)
→ 2%, -16%, ., ., ., -2%, -12%
> Cc1cc(C)cc(N2C(=O)CC(n3nc(C)cc3C)C2=O)c1 (configuration not stated)
→ -4%, -12%, 1%, -10, -3, 17%, .
> CCSc1sc(CC)cc1C=O
→ -8%, 51%[5.75 µM], -2%, -11, -2, 4%, 12%
> CCOC(=O)c1oc2ccccc2c1CN1CCN(c2ccccc2)CC1
→ -1%, 31%[activator], 5%, -45, 14, -3%, ?
> CCOc1ccc(NC(=S)NC23CN4CN(CN(C4)C2)C3)cc1
→ 1%, 7%[1.15 µM], 0%, -2, 9, 17%, -4%
> O=C(NCc1cccnc1)C(=O)C1C(=O)Nc2ccccc21 (configuration not stated)
→ -1%, 13%, 0%, -4, 0, 13%, 12%
> O=S(=O)(c1cccc(C(F)(F)F)c1)N1CCN(C(=S)NCc2ccco2)CC1
→ -13%, 2.3µM*, 3%, 1, -2, 0%, 4.7µM*
> Cc1cc(C)c2c(n1)sc1c(N3CCCCC3)ncnc12
→ 0%, 14%, 3%, -10, -1, -45%, 11%
> COc1ccc(-c2cc3ncccc3cn2)cc1
→ -11%, 235%[activator], ., ., ., -20%, 142%[activator]
> FC(F)(F)c1ccc(N2CCN(c3cc(-c4ccccc4)nc4ncnn34)CC2)nc1
→ 1%, -18%, -2%, 15, -3, 8.9µM*, ?
> COc1ccc(NS(=O)(=O)c2ccc(NC(=O)c3ccc(N(C)S(C)(=O)=O)cc3)cc2)c(OC)c1
→ 16%, -18%, 4%, -9, -3, ?, ?
> CS(=O)(=O)N(CC(=O)O)c1cc(Cl)cc(Cl)c1
→ 2%, 12%, -10%, -9, -2, 5%, 5%
> O=C(NN1C(=O)/C(=C/c2cccc(O)c2)SC1=S)c1ccccc1O
→ -20%, 22%, 6%, -1, 20, 21%, 37%[activator]
> CCn1c2ccc(OC)cc2c2nc3ccccc3nc21
→ 1%, i, 6%, 11, 5, 7.9µM*, ?
> CCn1c(/C=C2/C(=O)N(C)c3ccccc32)nc2ccccc2c1=O
→ 1%, -17%, 1%, -13, -1, -30%, ?
> CCc1ccc(Nc2nnc(SCC(=O)c3c(N)n(C4CC4)c(=O)[nH]c3=O)s2)cc1
→ -1%, ?, ., ., ., -1%, 20%
> O=C(COc1ccccc1[N+](=O)[O-])Nc1cc(C(=O)O)cc(C(=O)O)c1
→ -3%, 18%, -10%, 17, -6, -3%, ?
> COC(=O)n1c(=O)oc2ccccc21
→ -1%, 24%[5.75 µM], -5%, 6, -3, 3%, -4%

(list continues)
Order of values: TbPYK inhibitor, Pf growth 96h, LmPK inhibitor, Shiga inhibitor, Cycloheximide cs, HCV inhibitor, Pf growth 48h
> c1ccc(CCc2nn3c(Cn4nnc5ccccc54)nnc3s2)cc1
→ -18%, -13%, 6%, 22, 10, -10%, -14%
> NCc1cc(=O)[nH]o1
→ 1%, 16%, ., ., ., -8%, -6%
> C=C(Br)Cn1c(CC(C)C)nc2ccccc21
→ 2%, -24%, 13%, -2, -1, 6%, .
> CCCCOC(=O)c1cccc(NC(=O)CCC(=O)O)c1
→ 6%, ?, 3%, 8, -2, 8%, 4%
> Cc1nnsc1C(=O)N1CCC(CO)(Cc2ccccc2Cl)CC1
→ 1%, 0%, 0%, 16, 1, -3%, -3%
> CC(C)c1ccc(Nc2nc(CC(=O)O)cs2)cc1
→ 0%, 52%[activator], -6%, 108*, 49*, 23%, 273%[activator]
> O=C(NCC1CCCO1)C12CN(Cc3ccccc3)CC1C(c1cccc([N+](=O)[O-])c1)=NO2 (configuration not stated)
→ -1%, -5%, -2%, 4, 5, 27%, ?
> NC1=NC(=Nc2ccc(Cl)cc2)c2ccccc21
→ 3%, -1%, -2%, 27, 47*, 5%, -4%
> Cc1cc(C)c2c(N)c(-c3nc4ccccc4[nH]3)sc2n1
→ -1%, -62%, 8%, 81*, 45*, -1%, -32%
> CCCC1=Nc2cc(C(=O)N3CCN(c4ccccn4)CC3)ccc2Sc2ccc(C)cc21
→ 3%, ?, 0%, 5, 18, 11µM*, 9.3µM*
> CN1/C(=C\C(=O)COC(=O)Cn2nnc(-c3ccccc3)n2)C(C)(C)c2ccccc21
→ 7%, 68%[activator], -2%, -9, -4, -25%, -1%
> CCCC(=O)NC(=S)Nc1cccc(NC(=O)c2ccc(Cl)cc2Cl)c1
→ -6%, 117%[activator], 5%, 10, 1, ?, 19%
> O=C(COC(=O)COc1ccccc1Cl)Nc1ccccc1OC(F)F
→ 3%, 10%, 2%, 2, -5, 12%, .
> COC(=O)c1ccccc1NC(=O)Cn1nnc(-c2ccc(OC)cc2)n1
→ -3%&-3%, 0.59µM*, -2%, -2, -2, ?, -18%
> CC(=O)c1ccc(NC(=O)/C(Cl)=C/c2ccccc2)cc1
→ -5%, -26%, -23%, 147*, 41*, -24%, 94%[activator]
> Cc1ccc(C(=O)NCCNc2ncc(C(F)(F)F)cc2Cl)cc1[N+](=O)[O-]
→ 4%, 7.4µM*, 11%, -6, -1, -16%, ?
> O=S(=O)(c1ccc(-c2nc3ccccc3s2)cc1)N1CCCC1
→ -1%, 124%[activator], -1%, 21, 24*, 11%, .
> Cc1ccc(F)cc1CNC(=O)C1CCC(=O)N(CCCN2CCCC2=O)C1 (configuration not stated)
→ -4%, 9%, 6%, 18, 22*, 15%, -1%
> CC1=C(C(=O)OCC2CCCO2)C(c2ccc(Cl)c(Cl)c2)NC(=O)N1 (configuration not stated)
→ -2%, ?, 7%, -15, -2, ?, ?
> CCN(CC)CC(=O)c1c(N)n(Cc2ccccc2)c(=O)n(C)c1=O
→ -2%, 19%, 4%, -7, 2, 3%, -4%

(continued)
Order of values: TbPYK inhibitor, Pf growth 96h, LmPK inhibitor, Shiga inhibitor, Cycloheximide cs, HCV inhibitor, Pf growth 48h
> N#Cc1nc(-c2ccc(F)cc2)oc1N1CCCC1
→ -25%, 0.29µM*, -3%, 10, 4, 2%, 42%[activator]
> COc1ccccc1-c1noc(-c2ccccc2C(=O)NCc2ccco2)n1
→ -5%, 7%, 1%, 30, 14*, 0%, 0%
> COc1ccccc1C(=O)N1CCC(C(=O)c2ccc(F)cc2)CC1
→ 5%, -2%, 0%, -14, -4, -16%, 2%
> Cn1nnnc1SCCNCc1cc(Cl)ccc1OCc1ccccc1
→ 1%, ?, 1%, -4, 4, ?, -25%
> O=C(Nc1ccc(Cl)cc1)C1CCCC1
→ 1%, 31%[activator], 0%, 21, 6, -22%, 3%
> COc1cccc(C(C(=O)NC2CCCCC2)N(C(=O)c2ccccn2)c2cccnc2)c1 (configuration not stated)
→ 6%, 1.7µM*, -2%, -22, -3, 17%, -2%
> CCOc1ccc2c(c1)c1nnc(SCC(=O)N3CCCCC3C)nc1n2C (configuration not stated)
→ -6%, ?, 9%, -14, -5, 19%, 16%
> O=C(NCCC1=CCCCC1)C1CCN(C(=O)c2ccc(Br)cc2)CC1
→ -7%, ?, 3%, -2, 1, 1%, -15%
> CN(C)C(/C=C/Nc1cccc([N+](=O)[O-])c1)=C(C#N)C#N
→ -11%, 0%, -1%, 16, 13, -4%, 34%[activator]
> COc1cccc(CCc2nnc(CCC(=O)NCCc3cccc(C)n3)o2)c1
→ 1%, ?, 1%, -5, -5, 8%, -13%
> CN(C)C(C(=O)NC1CCCCC1)c1ccc(Cl)cc1 (configuration not stated)
→ 2%, ?, 2%, -13, -3, 19%, -19%
> O=C(NCC1CCCN1S(=O)(=O)c1cccs1)C(=O)Nc1ccc(F)cc1 (configuration not stated)
→ -11%, 40%[activator], ., ., ., -2%[8.37 µM], 35%[activator]
> N#Cc1c(-c2ccccc2Cl)cc(-c2ccccc2)nc1Br
→ 4%, 0%, -1%, 6, -1, 7%, -3%
> O=c1cnn(-c2ccccc2)c(-c2ccccc2)c1
→ 1%, -17%, -2%, 62*, 23*, ?, 39%[activator]
> Cc1cccc(C(=O)NCC(=O)N2CCN(S(=O)(=O)c3cc(C)ccc3C)CC2)c1
→ 1%, ?, ., ., ., -1%, ?
> CC(/C=N/Nc1nc(C)cc(C)n1)=C\c1ccc(C(C)C)cc1
→ 9%, ?, 4%, 59*, 35*, -10%, 10µM*
> C[C@@H](C(=O)Nc1ccc2ccccc2c1)[C@@H]1C[C@@]1(C)[C@@H](NC(=O)c1cnccn1)c1ccccc1
→ -16%, ?, -1%, 7, 1, 6%, ?
> O=C(Nc1cc(S(=O)(=O)N2CCOCC2)ccc1OCC(F)(F)F)c1ccc(N2CCCC2=O)cc1
→ 0%, -11%, ., ., ., ?, 5%
> O=C(CN1C(=O)CSc2ccc(S(=O)(=O)N3CCOCC3)cc21)NCCCN1CCCCC1
→ -9%&-2%, -12%, 2%, -3, -3, 19%, 18%
> CCOc1ccc(S(=O)(=O)NC2CC2)cc1
→ 3%, ?, 0%, ., -3, 4%, 5%
> Cn1c(C(=O)O)c(CC(=O)NCc2cccnc2)c2ccccc21
→ 6%, 0%, 5%, -6, -5, -5%, -20%
> O=C(Cc1ccccc1)Nc1c[nH]c(=O)[nH]c1=O
→ -3%, ?, 10%, -8, 5, 0%, 4%
> CCc1nnc(NS(=O)(=O)c2ccc(N=Cc3c(C)[nH]n(-c4ccc(Cl)cc4)c3=O)cc2)s1
→ 8%, 6%, -29%, -3, -1, 48%[activator], 5%
